NCI-60 one-dose screen, 48 h, at 10 µM unless noted. Numbers give growth in % (100 = growth as untreated, 0 = no growth, -100 = all killed).
NCI-H226 = NCI-H226 lung cancer | hit rate 3.5% among 79,000 | AID 1794732
OVCAR-4 = OVCAR-4 ovarian cancer cells. hit rate 3.7% among 80,000
IGROV1 = IGROV1 ovarian cancer; hit rate 4.7% among 79,000; AID 1794786
OVCAR-3 = OVCAR-3 ovarian cancer; hit rate 7% among 79,000; AID 1794787
OVCAR-5 = OVCAR-5 ovarian cancer. AID 1794783. hit rate 2.9% among 82,000
SK-OV-3 = SK-OV-3 ovarian cancer cells. hit rate 3.2% among 80,000
NCI-H23 = NCI-H23 lung cancer; hit rate 4% among 80,000; AID 1794731
NCI/ADR-RES = NCI/ADR-RES ovarian cells | hit rate 4.4% among 81,000 | AID 1794790
SN12C = SN12C renal cancer cells | hit rate 3.8% among 81,000 | AID 1794767
Active calls of the source: *; . = no result given; & = joins results of further samples; [ ] = dose if it differs, or a comment. Rule for the calls: active = growth percent below 10; inactive = the rest.

SMILES	NCI-H226	OVCAR-4	IGROV1	OVCAR-3	OVCAR-5	SK-OV-3	NCI-H23	NCI/ADR-RES	SN12C
CC(C)OC(=O)c1ccc2n1CCc1cnc(NC3CCCC3)nc1-2	111	104	119	114	100	118	110	107	105
Cc1[nH]nc2c1C(c1cc3cc(Br)ccc3nc1Cl)C(C#N)=C(N)O2 (stereo not given)	88	99	93	99	105	87	91	98	99
O=C(/C=C/c1ccccc1O)c1ccccc1O	89	.	50	59	112	99	67	82	89
N#Cc1ccc2nc(-c3nonc3N)[nH]c2c1	103	109	124	117	107	114	99	102	106
CC(C)COc1ccc(-c2nn(-c3ccccc3)cc2/C=C2\SC(=S)N(CCCCCCCCCCC(=O)O)C2=O)cc1	96	102	98	94	114	104	93	100	94
COc1ccc2nc(Cl)c(C3C(C(N)=O)=C(N)Oc4n[nH]c(C)c43)cc2c1 (stereo not given)	98	113	107	105	98	96	96	105	106
CC1=NN(c2ccccc2Cl)C(=O)/C1=C\c1cn(S(=O)(=O)c2ccc(C)cc2)c2ccccc12	80	103	.	110	88	105	84	85	97
O=C(Nc1ccccc1)Nc1nc2ccccc2s1	72	78	55	110	92	78	78	92	89
CCC(=O)Oc1ccc(/C(=C(\C)c2ccccc2)c2ccc(OCCN3CCCCC3)cc2)cc1	83	81	94	84	91	76	75	75	80
CC(C)Cc1cc(CN(C)CC(=O)NCCc2ccccc2)nn1-c1ccccc1	86	101	98	108	108	101	95	90	98
CN(C)CCC(C(=O)C(Br)Br)c1ccccc1 (stereo not given)	104	89	103	101	95	107	106	116	107
Oc1ccccc1Nc1ccccn1	96	96	102	98	99	96	99	101	96
COc1cc(C2c3cc4c(cc3C3OC(=O)C2C3CO)OCO4)cc(OC)c1OC (stereo not given)	.	28	14	-22*	27	-7.3*	15	-2.7*	24
Oc1[nH]c(=S)sc1C=Nc1ccc(Cl)cc1	102	98	113	104	111	101	101	104	99
O=C1/C(=C/c2ccccn2)Sc2c(Br)cccc21	87	95	59	105	99	87	72	100	102
CCOC(=O)c1cc(OCC)nc2ccccc12	100	105	106	109	103	107	96	105	102
COc1ccc(NS(=O)(=O)/N=C2\NC(=O)NC2=C(Cl)Cl)cc1	103	77	107	112	97	.	.	.	90
O=C(CCCCC(=O)N/N=C\c1ccccc1Cl)N/N=C\c1ccccc1Cl	74	61	56	41	82	99	64	28	47
Cn1c(=O)c2[nH]c(/N=N/N3CCCCC3)nc2n(C)c1=O	109	110	105	116	105	105	91	102	111
CCOC(=O)c1sc(/N=C2\NC(=O)/C(=C/c3ccc(OC)cc3)S2)nc1C	85	92	89	100	103	99	91	95	95
Cc1cc(C(=O)NN)c(C#N)c(=O)[nH]1	99	107	.	112	106	.	100	99	88
COC(=O)c1cc(-c2cc3ccccc3o2)c(C#N)c(=O)[nH]1	97	95	51	108	103	93	91	112	96
NC(=O)N/N=C/c1cccs1	93	104	115	111	.	108	93	104	101
COc1ccc2c(c1)O/C(=C/c1ccc(OCC(=O)Nc3ccc(S(=O)(=O)N=C(N)N)cc3)cc1)C2=O	98	120	105	107	112	111	100	106	103
O=C1NC(=O)N(C2CCCCC2)CC1Br (stereo not given)	86	78	89	121	105	108	57	104	86

A portion of the results above, as a working copy:
SMILES	NCI-H226	OVCAR-4	IGROV1	OVCAR-3	OVCAR-5	SK-OV-3	NCI-H23	NCI/ADR-RES	SN12C
CC(C)OC(=O)c1ccc2n1CCc1cnc(NC3CCCC3)nc1-2	111	104	119	114	100	118	110	107	105
Cc1[nH]nc2c1C(c1cc3cc(Br)ccc3nc1Cl)C(C#N)=C(N)O2 (stereo not given)	88	99	93	99	105	87	91	98	99
O=C(/C=C/c1ccccc1O)c1ccccc1O	89	.	50	59	112	99	67	82	89
N#Cc1ccc2nc(-c3nonc3N)[nH]c2c1	103	109	124	117	107	114	99	102	106
CC(C)COc1ccc(-c2nn(-c3ccccc3)cc2/C=C2\SC(=S)N(CCCCCCCCCCC(=O)O)C2=O)cc1	96	102	98	94	114	104	93	100	94
COc1ccc2nc(Cl)c(C3C(C(N)=O)=C(N)Oc4n[nH]c(C)c43)cc2c1 (stereo not given)	98	113	107	105	98	96	96	105	106
CC1=NN(c2ccccc2Cl)C(=O)/C1=C\c1cn(S(=O)(=O)c2ccc(C)cc2)c2ccccc12	80	103	.	110	88	105	84	85	97
O=C(Nc1ccccc1)Nc1nc2ccccc2s1	72	78	55	110	92	78	78	92	89
CCC(=O)Oc1ccc(/C(=C(\C)c2ccccc2)c2ccc(OCCN3CCCCC3)cc2)cc1	83	81	94	84	91	76	75	75	80
CC(C)Cc1cc(CN(C)CC(=O)NCCc2ccccc2)nn1-c1ccccc1	86	101	98	108	108	101	95	90	98
CN(C)CCC(C(=O)C(Br)Br)c1ccccc1 (stereo not given)	104	89	103	101	95	107	106	116	107
Oc1ccccc1Nc1ccccn1	96	96	102	98	99	96	99	101	96

(continued)
SMILES	NCI-H226	OVCAR-4	IGROV1	OVCAR-3	OVCAR-5	SK-OV-3	NCI-H23	NCI/ADR-RES	SN12C
CCCCCCCCCCCCCCCCCOC(=O)CCCCCCCCCCCCCCCCC	107	108	114	105	100	110	100	.	102
O=C(O)CCc1ccccc1	100	119	120	120	105	110	107	111	123
COC(=O)c1c(C)nc(C)c2c1C(=O)C=C(NCCc1c[nH]c3ccccc13)C2=O	96	72	88	35	117	108	85	84	91
COc1ccc(C2CC(c3ccc4ccccc4c3)=NN2c2nc(O)c(C3=c4cc(OC)ccc4=NC3=O)s2)cc1 (stereo not given)	-71*	-46*	-18*	-55*	0.7*	.	-30*	57	-56*
C=C(C)CN(CC(=C)C)C(=N)OC(C)CC (stereo not given)	98	109	98	108	99	120	105	109	110
Cc1ccccc1-n1nnc(C(=O)Nc2ccc(-c3ccccc3)cc2)c1C	.	29[50 µM]	87[50 µM]	95[50 µM]	92[50 µM]	.	44[50 µM]	82[50 µM]	82[50 µM]
CCCCCCCCCCCCCCCCCCOc1ccccc1N	98	55	75	45	101	75	88	87	28
CS(=O)(=O)Nc1ccc(C(=O)NC(C(=O)NO)c2ccc(N3CCNCC3)cc2)cc1 (stereo not given)	.	113	104	108	90	.	100	104	100
O=C(Nc1cccc(Cl)c1)Nc1nc2ccc([N+](=O)[O-])cc2s1	-7.2*	4.3*	15	9.5*	27	-1.2*	-21*	3.0*	4.0*
COc1ccc(N2COC(=O)c3ccccc32)cc1	96	101	91	114	98	99	99	106	97
C=C(C)[C@@H]1CC[C@]2(COC(=O)c3ccccc3C(=O)O)CC[C@]3(C)[C@H](CC[C@@H]4[C@@]5(C)CC[C@H](OC(=O)c6ccccc6C(=O)O)C(C)(C)[C@@H]5CC[C@]43C)[C@@H]12	26[100 µM]	.	31[100 µM]	2.0*[100 µM]	105[100 µM]	48[100 µM]	6.7*[100 µM]	23[100 µM]	28[100 µM]
CCC(C)C(C)(O)CC (stereo not given)	100	99	104	107	108	97	102	105	99
CCOC(=O)c1nn(CC(O)c2ccccc2)c(NC(=O)Nc2ccc(F)cc2)c1C (stereo not given)	92	87	91	96	93	94	93	98	93
C=C(C)[C@@H]1CC=C2c3sc(-c4ccc(F)c(F)c4)nc3C[C@@H](C)[C@]2(C)C1	93	102	98	106	107	104	92	107	101
CC(=O)N1N=C(c2cccc(OCCCCOc3cccc(C4=NN(C(C)=O)C(c5ccc(Cl)cc5)C4)c3)c2)CC1c1ccc(Cl)cc1 (stereo not given)	61	52	88	95	95	98	74	93	87
Cc1ccc(S(=O)(=O)N(CCCc2c(C)nc(N)[nH]c2=O)Cc2ccc([N+](=O)[O-])cc2)cc1	.	101	98	104	89	101	98	109	106
CC/C(Cc1ccccc1)=C(/c1ccc(O)cc1)c1ccc(OCCN(CC)CC)cc1	97	98	106	97	91	95	98	93	96
CC1(C)OCC(C2OC3OC(C)(C)OC3C2O)O1 (stereo not given)	96	98	105	109	101	92	105	101	96
COc1ccc2c(c1)cn1c3ccc(OC)cc3[nH]c(=O)c21	5.9*	40	-54*	.	21	23	33	-2.5*	-12*
CNC(=O)c1cc(Oc2ccc3c(c2)sc2nc(-c4ccc(NC(=O)[C@@H](NC(=O)OC)C(C)C)cc4)cn23)ccn1	57	66	82	63	117	98	78	65	72
O=C(COC(=O)C1=NN(c2ccccc2)C(=O)CC1)Nc1ccc2c(c1)OCCO2	100	101	96	100	106	120	102	105	111
Cc1cc(O)c(C(C)C)cc1N=Cc1ccc(C(C)C)cc1	102	100	115	115	104	99	91	98	95
O=C(c1c2c(nn1-c1ccc(F)cc1)CCC(NCc1ccc(F)cc1)C2)N1CCCCC1 (stereo not given)	110	112	102	117	110	105	107	94	109
N=C(N)c1ccc(-c2ccc(-c3ccco3)o2)cc1F	67	42	12	54	18	40	56	45	40
O=CNC1(c2ccccc2)CCCCC1	107	114	108	99	107	99	101	100	101

(cont.)
SMILES	NCI-H226	OVCAR-4	IGROV1	OVCAR-3	OVCAR-5	SK-OV-3	NCI-H23	NCI/ADR-RES	SN12C
CN(C)Cc1ccc2ccccc2c1O	98	86	94	94	98	91	112	104	97
CCCc1ccc(-c2ccc(=O)n(-c3ccc(S(N)(=O)=O)cc3)n2)cc1	97	.	98	110	94	103	97	103	95
Clc1ccc(C2c3ccccc3-c3nccn32)c(Cl)c1 (stereo not given)	67	47	77	55	114	85	40	62	85
O=Cc1c(-c2ccc(F)cc2)nc2sc(-c3c[nH]c4ccccc34)nn12	82	85	91	108	106	94	91	94	97
Cc1ccc2nc(Cl)c(Cn3nnnc3SCc3ccccc3)cc2c1	80	87	95	105	94	98	92	86	93
CC(=O)Oc1ccc(N2C(=O)C=CC2=O)cc1	89&112	106	107&104	108&106	99&105	92&102	98&107	100&109	102&105
COc1ccc2[nH]c(=O)c3c(c2c1)OC(N)=C(C#N)C31c2cc(Br)ccc2-c2ccc(Br)cc21	98	93	94	99	92	100	103	103	104
O=C(CCC(C(=O)c1ccccc1)c1ccccc1)c1ccccc1 (stereo not given)	83	91	79	72	88	74	79	38	80
COc1cccc2nc3n(c12)C(c1c(F)cccc1F)SC3 (stereo not given)	83	97	7.4*	132	81	101	95	96	100
C=CCOC(=O)C1=C(C)NC2=C(C(=O)CC(C)(C)C2)C1c1ccc(OCc2ccccc2)c(OC)c1 (stereo not given)	81	94	96	90	98	90	94	92	88
CN1CC(c2ccc(Br)cc2)C(C(=O)c2cccc(O)c2)C12C(=O)c1ccccc1C2=O (stereo not given)	95	103	100	111	107	88	94	100	96
CCOC(CN1CCN(CC(C)C(=O)c2ccccc2)CC1)c1ccccc1 (stereo not given)	91	93	104	112	110	105	112	106	99
Cc1ccc(S(=O)(=O)OCC2CCC(COS(=O)(=O)c3ccc(C)cc3)O2)cc1 (stereo not given)	99	114	136	118	97	108	.	119	104
O=C(/C=C/c1cccc([N+](=O)[O-])c1)c1ccccc1	101	102	55	108	97	98	96	94	98
NS(=O)(=O)c1ccc(N2N=C(c3ccc(Cl)c(Cl)c3)CC2c2cn(-c3ccccc3)nc2-c2ccc(Cl)cc2)cc1 (stereo not given)	92	82	92	90	107	101	88	87	42
Nc1nc(SC/C=C/CCl)c2ncn(C/C=C/CCl)c2n1	92&93	101&85	88&65	95&109	122&109	94&110	80&104	89	96&97
CCC(=O)OC1C(OC2C(C)C(OC3CC(C)(OC)C(O)C(C)O3)C(C)C(=O)OC(CC)C(C)(O)C(O)C(C)C(=O)C(C)CC2(C)O)OC(C)CC1N(C)C (stereo not given)	102	102	.	110	107	98	103	118	101
COC(=O)c1c2c(c(C)[n+]([O-])c1C)C(=O)C(NCc1ccc(Cl)cc1)=CC2=O	93	37	61	-7.6*	97	96	59	55	38
C/C(O)=C(/C=N/C(=S)Nc1ccc(S(N)(=O)=O)cc1)C(=O)Nc1ccccc1C	94	103	99	104	102	103	93	98	108
CN1CCN(C(=O)[C@@]2(C)CC[C@]3(C)CC[C@]4(C)C(=CC[C@@H]5[C@@]6(C)CCC(=O)C(C)(C)[C@@H]6CC[C@]54C)[C@@H]3C2)CC1	83	86	88	85	87	81	86	83	77
CC(C)(O)c1cncc(-c2ccc3ncnc(N4CCc5cc(F)c(Cl)cc54)c3c2)c1	24	20	-36*	5.2*	26	2.0*	.	31	19
O=C(Nc1ccc(S(=O)(=O)Nc2ncccn2)cc1)c1ccc(C(=O)Nc2ccc(S(=O)(=O)Nc3ncccn3)cc2)cc1	95	105	107	97	99	103	99	101	99
O=C(Nc1ccc(C2=NCCN2)cc1)c1ccc(Br)c(C(=O)Nc2ccc(C3=NCCN3)cc2)c1	89	119	96	106	100	104	95	105	92
CC(=O)O[C@H]1CC[C@]2(C)C3=C(C(=O)C[C@H]2C1(C)C)[C@]1(C)CC[C@H]([C@H](C)CCC(=O)O)[C@@]1(C)CC3=O	107	95	103	102	100	99	98	100	106
Cc1ccnc2c(OCc3ccccc3)cccc12	82	72	88	93	93	112	94	86	89

The list goes on:
SMILES	NCI-H226	OVCAR-4	IGROV1	OVCAR-3	OVCAR-5	SK-OV-3	NCI-H23	NCI/ADR-RES	SN12C
CC[Si](CC)(CC)O[Si](CC)(CC)CC	90	99	99	117	106	127	101	.	109
Cc1cccc2cc3c(nc12)Nn1c(nnc1-c1ccc[nH]c1=S)SC3	96	102	101	111	95	96	99	102	97
CC(=O)CC(=O)OC/C=C(/C)CCC=C(C)C	101	113	116	110	100	111	103	102	94
Cc1nn(-c2ccc(F)cc2)c2ncnc(Oc3ccc(NC(=O)Nc4ccc(Cl)c(C(F)(F)F)c4)cc3)c12	103	110	102	114	99	93	97	99	95
O=C1C(Cl)C(c2ccccc2[N+](=O)[O-])N1n1cnnc1 (stereo not given)	96	89	100	102	105	84	103	104	103
Nc1ccc(N=Nc2ccccc2)c(N)n1	115&82&102	113&97&106	93	109&98&113	101&103	121&93&115	103&96&105	111&102&106	103&101&90

Screening results (PubChem BioAssay)
